SW480 rerep = DNA re-replication induction in SW480 cells. SW480 DNA re-replication, Hoechst DNA content imaging, 48 h. Potency, µM (titrated, usually from 46.1 µM), for the others: top-dose re-replication activation, most hits filed as activators. 1.8% of 340,000 active. AID 624297; also: potency is read from the fitted curve at half-maximal effect; % of control where 0% means no effect; nearly all actives have a fitted effect of over 55% in size
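Image-based DNA-content assay: after two days of treatment, nuclei were labelled with the DNA dye Hoechst and imaged, and hits were compounds raising the count of nuclei showing high fluorescence intensity.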
KB-V1 cytotox = KB-V1 MDR subline cytotoxicity; AID 1347076; Potency, µM (doses to about 46.1 µM), for the others: at the top dose activity change, negative = cytotoxicity, usual class: cytotoxic; 3.4% of 400,000 active; KB-V1 MDR cells viability, CellTiter-Glo, 72 h; also: potency is read from the fitted curve at half-maximal effect; % is scaled to controls: 0 for no effect and ±100 for the full control effect; nearly all actives have a fitted effect of over 60% in size
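KB-V1, DMEM (no phenol red) + 10% FBS; cpd pin-transferred, titration series; 72 h, 37 degrees C; CellTiter-Glo, luminescence. Data normalized, curve-fit.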
KB-3-1 tox = kills parental KB-3-1 adenocarcinoma cells | KB-3-1 viability, CellTiter-Glo ATP luminescence, 72 h | Potency, µM (series often up to 46.1 µM), for the others: at the highest dose activity change, negative = cytotoxic, most hits filed as cytotoxic | 1.4% of 400,000 active | AID 1347075; also: potency is read from the fitted curve at half-maximal effect; % is scaled to controls: 0 for no effect and ±100 for the full control effect; nearly all actives have a fitted effect of over 60% in size
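Using CellTiter-Glo luminescence, growth of non-resistant KB-3-1 adenocarcinoma cells is assessed 72 h after pin-tool compound addition at 37 °C. Normalized responses across the concentration series yield fitted curves.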
IL-1B inflam inh = inhibitors of inflammasome signaling (IL-1 beta secretion). 4.7% of 360,000 active. activity change, % at 57.5 µM. THP-1 LPS/ATP IL-1B secretion, AlphaLISA, 16 h; stronger effect = lower value. AID 743279; in the data active = activity change below about -50%; inconclusive = mostly about -30% to -49%; also: % is scaled to controls: 0 for no effect and ±100 for the full control effect
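THP-1 cells pretreated 1 hr with compounds (up to 57.5 uM final), then stimulated with LPS (250 ng/mL final) plus ATP (1.25 mM final); secreted IL-1B measured by AlphaLISA after 16 hr, decreased signal indicating inhibition.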
HT1080-NT tox = kills 2HG-producing HT-1080-NT fibrosarcoma cells. HT-1080-NT fibrosarcoma viability, CellTiter-Glo ATP luminescence, 48 h. Potency, µM (doses to about 46.1 µM), without a hit: at the top dose activity, negative = less viability, actives largely listed as cytotoxic. 1.6% of 360,000 active. AID 686970;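 also: NT is the 2HG producing partner of a matched IDH1 knockdown line; potency is read from the fitted curve at half-maximal effect; 0% = DMSO-treated cells and -100% = media-only wells without cells; nearly all actives have a fitted effect of over 55% in size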
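HT-1080-NT fibrosarcoma cells (2HG-overproducing), 750 cells/well in RPMI with 5% FBS, dosed after 2 h and incubated 48 h at 37C. CellTiter-Glo luminescence normalized to DMSO and no-cell wells; concentration-response curves fitted and classed.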
S2 tox = reduces viability in counter-screen for ATXN expression inhibitors. S2 cells (HEK-293 line with an ATXN2-luciferase reporter) viability, CellTiter-Fluor protease fluorescence, 24 h. Potency, µM (highest dose often 56.7 µM), hits mostly cytotoxic. 0.49% of 400,000 active; also: potency is read from the fitted curve at half-maximal effect; nearly all actives have a fitted effect of over 40% in size
MCF10A rereplic = DNA re-replication induction in MCF 10a cells. MCF 10A DNA re-replication, Hoechst nuclear intensity, 48 h. Potency, µM (top dose mostly 46.1 µM), without a hit: at the top dose activity, positive = re-replication, most hits filed as activators. 2.9% of 350,000 active; also: potency is read from the fitted curve at half-maximal effect; % of control where 0% means no effect; nearly all actives have a fitted effect of over 50% in size
HT1080 IDH1KD tx = kills HT-1080 cells with IDH1 knockdown. HT-1080 IDH1 knockdown viability, ATP luminescence, 48 h. Potency, µM (series often up to 46.1 µM), inactives show at the highest dose activity, negative = toxicity, most hits filed as cytotoxic. 2% of 360,000 active;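 also: potency is read from the fitted curve at half-maximal effect; 0% = DMSO wells and -100% = cell-free medium wells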
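% activity derives from luminescence (CellTiter-Glo), normalised to DMSO and no-cell wells. HT-1080-IDH1KD cells, 750/well, had 48 h compound exposure at 37 °C.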
ATXN2 expr inh = inhibitors of ATXN2 expression. Potency, µM (highest dose often 57 µM), without a hit: at the top dose activity change, negative = inhibition, most hits filed as inhibitors. AID 1745845. 0.72% of 360,000 active. HEK-293 ATXN2-luciferase reporter, luminescence, 24 h; also: potency is read from the fitted curve at half-maximal effect; % is scaled to controls: 0 for no effect and ±100 for the full control effect; nearly all actives have a fitted effect of over 55% in size
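ATXN2-luciferase reporter cells (luciferase flanked by upstream and downstream ATXN2 gene portions) were treated 24 h at 37 °C with compounds at up to 57 uM. SteadyGlo luminescence gave expression; GF-AFC fluorescence gave viability.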
* = called active by the depositor; i = inactive; ? = inconclusive; . = no result given; & = joins results of further samples; [ ] = another dose, or the depositor's remark. Unless noted, calls follow the shape of the dose curve; as a rule, active = well fitted curve in the direction sought with a large enough effect; inconclusive = small, poorly fitted or top-dose-only effect, or another doubt; inactive = no such curve, though single readings can be large; an effect the other way counts as inactive or inconclusive.

SMILES | SW480 rerep | KB-V1 cytotox | KB-3-1 tox | IL-1B inflam inh | HT1080-NT tox | S2 tox | MCF10A rereplic | HT1080 IDH1KD tx | ATXN2 expr inh
O=C(Cn1cc(COc2cccc([N+](=O)[O-])c2)nn1)c1ccc(O)cc1 | 2.6% | 5.6% | 0.3% | -2.5 | ? | i | -26.9% | ? | -24.8%
Cc1ncsc1CCOC(=O)c1cccc([N+](=O)[O-])c1 | 1.0% | -19.9%&-7.6% | ? | 6.9&15.8 | 7.6%&8.8% | i | -1.5%&-0.9% | -3.3%&11.8% | -3.0%&0.7%
S=c1[nH]c2ccccc2n1Cc1ccccc1 | 25.9% | 16.1% | 3.7% | -16.0 | -13.7% | i | -2.1% | -18.3% | -10.2%
CCOC(=O)C1=C(C)OC(N)=C(C#N)C1c1cc2c(cc1[N+](=O)[O-])OCO2 (centres undefined) | -23.7% | 0.6% | 2.0% | -7.1 | -15.8% | i | 1.4% | -11.5% | 1.8%[11.3 µM]
CCOC(=O)/C(=C\Nc1ccc(OC(F)(F)F)cc1)Sc1ncc(C(F)(F)F)cc1Cl | -6.0% | ? | -22.0% | -12.4 | 8.8% | i | 1.3% | -8.4%[9.24 µM] | -4.7%
Cc1ccc(N2C(=O)CSC2c2c(F)cccc2Cl)cc1 (centres undefined) | -0.9% | 0.0% | -3.6% | 17.3 | 0.3% | i | -2.5% | 1.1% | -6.0%
COc1ccc(-n2c(SCC(=O)N3CCCCC3)nnc2-c2cccnc2)cc1 | -8.4% | 3.2% | 1.1% | 2.4 | 13.8% | i | 0.9% | 6.8% | -8.1%
CCN1C(=O)N[C@@H](CCc2ccccc2)[C@H](C(=O)OC)[C@H]1C | -6.1%[9.22 µM] | 33.6% | 4.4% | 1.4 | 16.8% | i | 4.8% | 18.4% | 11.5%
N#Cc1cccnc1N1CCN(C(=O)c2cccc3c2C(=O)c2ccc(-c4ccc(F)cc4OCc4ccccc4)cc2S3(=O)=O)CC1 | -31.2%[inhibitor] | -5.1% | 0.0% | -9.9 | 10.7% | i | -5.1% | 4.5% | 2.8%
COC(=O)CN(C#N)c1nc(C)cc(C)n1 | -6.5% | -2.2% | 0.7% | -0.5 | -0.7% | ? | 4.9% | -1.5% | -1.1%
COC(=O)Nc1sc2c(c1C(=O)N1CCOCC1)CCC(C)C2 (centres undefined) | -1.2% | 12.5% | 1.1% | 0.0 | 12.4%[9.24 µM] | i | -1.8% | 2.5% | 3.1%
CCOC(=O)c1c(C)oc2ccc(OC(=O)COc3c(F)c(F)c(F)c(F)c3F)cc12 | ? | 0.6% | -1.5% | 5.7 | 3.2% | i | -35.7%[inhibitor] | 12.1% | .
CCOc1ccc(N/N=C(/C#N)C(N)=O)cc1 | -3.6% | 6.7% | 0.0% | -2.3 | 9.3% | ? | -6.5% | -3.6% | 26.8%
CC(C)(C)OC(=O)C[C@H]1C/C=C\C[C@@H](CC(=O)N[C@H](CO)Cc2ccccc2)C(=O)N2CCC[C@H]2COC1=O | 8.7% | 1.1% | 0.6% | -5.5 | 3.3% | i | 12.5% | 1.3% | 8.2%
O=c1nccc(SCc2ccc(Cl)cc2Cl)[nH]1 | -8.3% | 14.0% | -11.0% | 0.0 | -14.5% | . | -3.2% | -7.4% | .
COc1ccc(CNS(=O)(=O)c2ccc(S(=O)(=O)N3CCCCC3)cc2)cc1 | ? | -13.3% | 4.8% | 7.4 | -7.6% | i | -1.5% | -13.9% | -10.9%
COc1ccc(NC(=O)/C(=C\c2cccs2)NC(=O)c2ccco2)cc1 | -3.8% | 2.0% | 13.4% | -1.5 | ? | i | -6.3% | 1.9% | 4.6%
Cc1ccc(/C=N/NC(=O)c2c[nH]c3ccccc23)o1 | -4.9% | -8.1% | 7.0% | -4.2 | 3.2% | i | 1.9% | -23.2% | 9.9%
Cn1c(/N=C/c2cccs2)nc2ccccc21 | -3.3% | 25.6% | 11.6% | 33.3 | 5.9% | i | 2.7% | 5.9% | 16.3%
Cc1nc(-c2ccc(F)cc2)c(CC(=O)N2CCN(S(=O)(=O)c3cccc([N+](=O)[O-])c3)CC2)s1 | ? | -10.2% | 0.9% | -25.7 | -4.6% | i | 0.1% | -7.0% | -13.0%
CCOc1ccccc1NC(=O)CSc1nc2[nH]ncc2c(=O)[nH]1 | -18.8% | 17.6% | 1.0% | 16.0 | -10.5% | i | -10.1% | -18.0% | -28.7%
COc1ccc(S(=O)(=O)N2CCOCC2)cc1NC(=O)CSc1ccccc1 | -0.1% | 22.6% | 0.0% | -4.7 | 11.5% | i | -2.3% | 14.3% | -0.2%
COc1ccc(-c2cc(NC=O)c3ncc(-c4ccc(C(C)=O)cc4)n3c2)cn1 | . | ? | ? | -12.6 | ? | i | . | ? | -20.8%
COc1ccccc1CNC(=O)c1cc(-c2ccccc2)nn1CC1CC(c2cccc([N+](=O)[O-])c2)=NO1 (centres undefined) | -2.8% | -8.5% | -11.1% | 22.7 | -1.4% | i | ? | 1.2% | -4.7%
CCc1ccc2oc(-c3cc(NC(=O)c4cc(OC)c(OC)c(OC)c4)ccc3O)nc2c1 | . | -25.8% | -8.1% | . | . | i | . | . | 9.0%

Complete entries, quoted from the list. Order of screens: SW480 rerep | KB-V1 cytotox | KB-3-1 tox | IL-1B inflam inh | HT1080-NT tox | S2 tox | MCF10A rereplic | HT1080 IDH1KD tx | ATXN2 expr inh
`O=c1nccc(SCc2ccc(Cl)cc2Cl)[nH]1` across the screens: -8.3% | 14.0% | -11.0% | 0.0 | -14.5% | . | -3.2% | -7.4% | .
`COC(=O)CN(C#N)c1nc(C)cc(C)n1` across the screens: -6.5% | -2.2% | 0.7% | -0.5 | -0.7% | ? | 4.9% | -1.5% | -1.1%
`CCc1ccc2oc(-c3cc(NC(=O)c4cc(OC)c(OC)c(OC)c4)ccc3O)nc2c1` across the screens: . | -25.8% | -8.1% | . | . | i | . | . | 9.0%
`COc1ccc(S(=O)(=O)N2CCOCC2)cc1NC(=O)CSc1ccccc1` across the screens: -0.1% | 22.6% | 0.0% | -4.7 | 11.5% | i | -2.3% | 14.3% | -0.2%

Given with values under each structure: three of the compounds above
Each structure is followed by: SW480 rerep, KB-V1 cytotox, KB-3-1 tox, IL-1B inflam inh, HT1080-NT tox, S2 tox, MCF10A rereplic, HT1080 IDH1KD tx, ATXN2 expr inh
Cc1nc(-c2ccc(F)cc2)c(CC(=O)N2CCN(S(=O)(=O)c3cccc([N+](=O)[O-])c3)CC2)s1
    ?, -10.2%, 0.9%, -25.7, -4.6%, i, 0.1%, -7.0%, -13.0%
CCOc1ccccc1NC(=O)CSc1nc2[nH]ncc2c(=O)[nH]1
    -18.8%, 17.6%, 1.0%, 16.0, -10.5%, i, -10.1%, -18.0%, -28.7%
O=c1nccc(SCc2ccc(Cl)cc2Cl)[nH]1
    -8.3%, 14.0%, -11.0%, 0.0, -14.5%, ., -3.2%, -7.4%, .

(cont.)
SMILES | SW480 rerep | KB-V1 cytotox | KB-3-1 tox | IL-1B inflam inh | HT1080-NT tox | S2 tox | MCF10A rereplic | HT1080 IDH1KD tx | ATXN2 expr inh
Cn1c(=NC(=O)c2ccc(S(=O)(=O)N3CCCC3)cc2)sc2cc(F)ccc21 | . | ? | -19.8% | . | . | i | . | . | 8.1%
CC1Nc2ncnc(N3CCN(c4ccccn4)CC3)c2N(Cc2ccccc2)C1=O (centres undefined) | 1.8% | 5.8% | -1.0% | -8.9 | 2.6% | i | -24.2% | 0.4% | 1.6%
CCc1ccc(NC(=S)N(CCN(C)C)C(C)c2ccncc2)cc1 (centres undefined) | 5.5% | 0.0% | -0.1% | -15.8 | -0.2% | i | 5.2% | 2.9% | .
Cc1ccc(Cl)cc1N1CCN(C(=O)c2ccc3c(c2)N(Cc2ccc(F)cc2)CCS3)CC1 | . | ? | ? | . | . | i | . | . | -31.6%
Cc1cc(C(F)(F)F)n2nc(-c3cnn(C)c3C(F)(F)F)c(Br)c2n1 | -6.5% | 11.2% | 6.3% | 13.8 | -2.0% | i | -1.3% | -12.8% | -0.4%
COC(=O)c1c(NC(=O)C(C)(C)C)sc2c1CCN(Cc1ccccc1)C2 | -1.8% | -14.4% | -22.7% | -17.5 | -0.2% | i | 10.6% | -8.1% | -23.1%
CCN(CC)S(=O)(=O)c1cccc(NC(=O)CNC2CCCCCC2)c1 | -5.8% | ? | 3.0% | -27.9 | 10.0% | ? | 1.7% | 5.8% | .
Cc1ncc(CN2CCCC(C(=O)Nc3ccc(-c4ccco4)cc3)C2)cn1 (centres undefined) | ? | -0.3% | 3.1% | -18.1 | 12.4% | i | 1.6% | 0.6% | .
CC(=O)N(Cc1cc2cc(C)c(C)cc2n2nnnc12)CC1COCCO1 (centres undefined) | -2.0% | 0.0% | 1.9% | 25.9 | 2.7% | i | -1.7% | -12.5% | 2.4%
CCCN(CCC)CCCNC(=O)c1cn(CC)c2ccc(S(=O)(=O)N(C)C3CCCCC3)cc2c1=O | -3.9% | 26.0%&3.3% | ? | -11.7 | 7.7% | ? | 1.4% | -7.7% | -14.8%
COc1ccc(-c2cc3ccccc3oc2=O)cc1NC(=O)c1ccc(Br)o1 | 26.1% | -11.5% | 2.4% | -6.1 | -12.9% | ? | 25.3% | -29.4% | 7.9%
CCCC1=[N+](CC(C)=O)CCn2c(C)ccc21 | ? | 11.6% | -23.4% | -0.5 | 0.5% | i | -3.6% | -4.5% | .
CC(C)(C)NC(=O)COc1ccc(-c2ccccc2)cc1 | 8.1% | ? | -20.8% | -21.5 | -7.0% | i | 6.9% | 3.8% | 0.0%
CCCc1cc(=O)[nH]c(SCc2ccc(C#N)cc2)n1 | -11.8% | 3.8% | -1.5% | 41.5 | -13.4% | i | 5.0% | -1.4% | 0.7%
CCOc1ccc(Br)cc1S(=O)(=O)N1CCC(C(=O)O)CC1 | 3.1% | ? | -15.3% | 12.5 | 5.7% | i | 16.0% | 10.1% | -2.9%
